RGS4 inh: inhibitors of human regulator of G protein signaling 4; P49798; AID 504845; Potency, µM (series often up to 114 µM), without a hit: top-dose activity change, negative = inhibition, hits mostly inhibitors; hit rate 0.039% among 390,000; Transcreener GDP fluorescence polarization, RGS4-accelerated GTP hydrolysis; also: potency is read from the fitted curve at half-maximal effect; % is scaled to controls: 0 for no effect and ±100 for the full control effect; nearly all actives have a fitted effect of over 75% in size; some results filed as inactive show a strong effect at the top dose
Target sequence (P49798 whole entry, looked up): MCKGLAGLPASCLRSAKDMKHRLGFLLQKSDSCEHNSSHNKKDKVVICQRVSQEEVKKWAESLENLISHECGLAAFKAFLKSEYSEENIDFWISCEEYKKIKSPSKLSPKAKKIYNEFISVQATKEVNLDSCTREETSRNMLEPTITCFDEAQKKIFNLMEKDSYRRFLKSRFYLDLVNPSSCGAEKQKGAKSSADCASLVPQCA
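MLSMR compounds (23 nl, pin-transferred) preincubated 10 min at room temperature with a 500nM (2x) first reagent, then RGS4 at 900nM (2x) plus Transcreener GDP mix added; fluorescence polarization (620/688 nm) read before and after 90 min at 30 °C.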
Vif-A3G inh: inhibitors of Vif-APOBEC3G interaction. Q9HC16. HeLa A3G-eYFP + Vif (tagged APOBEC3G with the HIV-1 protein that degrades it), YFP fluorescence, overnight. Potency, µM (top dose mostly 46.1 µM), for the others: at the highest dose activity, negative = active, usual class: inhibitors. hit rate 0.076% among 410,000;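 also: potency is read from the fitted curve at half-maximal effect; % is scaled to controls: 0 for no effect and ±100 for the full control effect; nearly all actives have a fitted effect of over 60% in size; hits raise eYFP signal because A3G escapes Vif-driven loss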
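Read-out is eYFP fluorescence (Ex 488/Em 500-530) from Vif-expressing HeLa A3G-eYFP cells; more signal means A3G escaped Vif-mediated degradation. Cells plated overnight, compound pinned in, incubated overnight at 37 deg C.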
TrxR1 inh: rat TrxR1 inhibition | O89049 | recombinant rTrxR1, NADPH fluorescence consumption, selenite substrate | Potency, µM (titrated, usually from 114 µM), inactives show top-dose activity change, negative = inhibition, most hits filed as inhibitors | hit rate 1% among 390,000 | AID 588453; also: potency is read from the fitted curve at half-maximal effect; % is scaled to controls: 0 for no effect and ±100 for the full control effect; nearly all actives have a fitted effect of over 65% in size
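Rat TrxR1 (90 nM in the dispensed reagent) was pre-reduced with 400 uM NADPH for 5 min at room temperature, then incubated with compound for 15 min. After 400 uM selenite was added, NADPH fluorescence (Ex 340/Em 450 nm) was followed for 8 min.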
IDH1 R132H inh: blocks human mutant IDH1 R132H enzyme | O75874 | IDH1-R132H enzyme, NADPH consumption, diaphorase/resazurin fluorescence | Potency, µM (top dose mostly 76.6 µM), inactives show at the top dose activity change, negative = inhibition, actives largely listed as inhibitors | hit rate 0.093% among 390,000 | AID 602179; also: potency is read from the fitted curve at half-maximal effect; % is scaled to controls: 0 for no effect and ±100 for the full control effect; nearly all actives have a fitted effect of over 65% in size
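IDH1-R132H (0.5 ug/mL) preincubated 30 min with compound, then NADPH (0.016 mM) and alpha-KG (2 mM) added; 80 min at RT, pH 7.5. Remaining NADPH coupled via diaphorase/resazurin to fluorescence (540/590 nm); concentration-response curves normalized to no-enzyme control.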
USP1-UAF1 inh: inhibitors of human USP1/UAF1 deubiquitinase. recombinant USP1/UAF1, Ub-Rhodamine cleavage fluorescence. AID 743255. O94782. Potency, µM (doses to about 57.1 µM), inactives show top-dose activity change, negative = inhibition, usual class: inhibitors. hit rate 0.23% among 390,000; also: potency is read from the fitted curve at half-maximal effect; % is scaled to controls: 0 for no effect and ±100 for the full control effect; nearly all actives have a fitted effect of over 60% in size; inactives centre near -12
Target sequence (O94782 whole entry, looked up): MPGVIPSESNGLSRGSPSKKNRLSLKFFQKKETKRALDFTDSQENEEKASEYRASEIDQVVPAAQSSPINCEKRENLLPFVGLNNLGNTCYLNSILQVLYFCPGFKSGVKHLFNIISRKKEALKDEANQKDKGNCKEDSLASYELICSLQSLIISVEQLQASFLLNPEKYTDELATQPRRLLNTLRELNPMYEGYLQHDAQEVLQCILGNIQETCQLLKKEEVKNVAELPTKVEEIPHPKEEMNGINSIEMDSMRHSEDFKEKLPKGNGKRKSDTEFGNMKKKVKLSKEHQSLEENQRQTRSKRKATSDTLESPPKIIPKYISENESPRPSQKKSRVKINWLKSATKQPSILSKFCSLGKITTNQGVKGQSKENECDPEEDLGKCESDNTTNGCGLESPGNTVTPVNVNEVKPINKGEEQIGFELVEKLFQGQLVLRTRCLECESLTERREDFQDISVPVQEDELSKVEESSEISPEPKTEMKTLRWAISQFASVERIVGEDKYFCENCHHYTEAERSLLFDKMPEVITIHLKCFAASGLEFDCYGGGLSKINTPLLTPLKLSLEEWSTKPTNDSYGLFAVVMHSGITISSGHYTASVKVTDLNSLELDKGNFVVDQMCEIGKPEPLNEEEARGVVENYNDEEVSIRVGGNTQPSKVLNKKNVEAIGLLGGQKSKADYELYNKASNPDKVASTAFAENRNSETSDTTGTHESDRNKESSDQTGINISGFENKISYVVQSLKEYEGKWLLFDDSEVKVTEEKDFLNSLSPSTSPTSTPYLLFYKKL
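Step one: compound is pinned into 1nM USP1/UAF1 in HEPES pH 7.8 buffer with TCEP. Step two: 15 min room-temperature incubation. Step three: Ub-Rho (150nM final) starts cleavage, tracked by fluorescence over six one-minute reads.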
Glioma ERSR ind: induces the endoplasmic reticulum stress response in human glioma cells; U87-MG GRP78 promoter luciferase reporter, 16 h; Potency, µM, for the others: top-dose activation, actives largely listed as activators; hit rate 0.02% among 420,000; AID 602332; also: potency is read from the fitted curve at half-maximal effect; series mostly up to about 76 µM; % of control where 0% means no effect; nearly all actives have a fitted effect of over 35% in size
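Stably transfected U87-MG human glioma cells carrying a GRP78-based luminescent sensor were seeded at 1000 cells/well, pin-dosed with compounds and incubated 16 h. Luciferase reagent was then added, and end-point luminescence was read after 10 min at room temperature.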
LDHA block: blocks human lactate dehydrogenase A. P00338. purified LDHA, NADH/diaphorase-resazurin fluorescence; active compounds read low. activity change, % (values are at about 110 or 230 µM). hit rate 0.15% among 480,000; in the data active = activity change below about -30%; inconclusive = mostly about -25% to -30%;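 also: plate controls were DMSO wells for no effect and wells without enzyme for full effect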
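Human LDH5 (2 nM) was incubated with 0.06 mM NADH and 0.2 mM pyruvate for 5 min at room temperature in Tris pH 7.4. Remaining NADH was coupled through diaphorase/resazurin, and resorufin fluorescence was read at 0 and 20 min.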
Vif-A3F inh: blocks the Vif interaction with APOBEC3F; AID 602313; hit rate 0.2% among 390,000; Potency, µM (doses to about 46.1 µM), for inactives: at the top dose activity, negative = active; HeLa A3F-eYFP + Vif (tagged APOBEC3F with the HIV-1 protein that degrades it), YFP fluorescence increase; also: potency is read from the fitted curve at half-maximal effect; % of control where 0% means no effect; nearly all actives have a fitted effect of over 65% in size
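Fluorescence increase (Ex 488/Em 500-530) after overnight compound treatment at 37 deg C flags inhibition of Vif-driven A3F-eYFP loss in stable HeLa A3F-eYFP/Vif cells seeded overnight beforehand.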
TrxR1 substrate: substrates of rat thioredoxin reductase 1; hit rate 0.01% among 390,000; AID 588456; Potency, µM (titrated, usually from 114 µM), inactives show at the highest dose activity change, negative = substrate turnover; purified TrxR1 substrate turnover, NADPH consumption readout; also: potency is read from the fitted curve at half-maximal effect; % is scaled to controls: 0 for no effect and ±100 for the full control effect; nearly all actives have a fitted effect of over 50% in size
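Rat TrxR1, dispensed at 90 nM, was prereduced with 400 uM NADPH (final) for 5 min at ~22 deg C, then incubated with compound 15 min before 400 uM selenite. A first-read NADPH fluorescence drop versus no-compound background flagged substrates.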
Active calls of the source: *; ? = inconclusive; nt = no result given; & = joins results of further samples; [ ] = dose if it differs, or a comment. Unless noted, calls follow the shape of the dose curve; as a rule, active = well fitted curve in the direction sought with a large enough effect; inconclusive = small, poorly fitted or top-dose-only effect, or another doubt; inactive = no such curve, though single readings can be large; an effect the other way counts as inactive or inconclusive. Some of the compounds tested; count on the stated rates, not on these rows.

| Molecule | RGS4 inh | Vif-A3G inh | TrxR1 inh | IDH1 R132H inh | USP1-UAF1 inh | Glioma ERSR ind | LDHA block | Vif-A3F inh | TrxR1 substrate |
| --- | --- | --- | --- | --- | --- | --- | --- | --- | --- |
| CN(C)N=Nc1ccc(S(=O)(=O)/N=C(\O)c2ccccc2)cc1 | 5% | -2% | 5% | 12% | -19% | -3% | -3 | -10% | -3% |
| CCOC(=O)[C@@H]1[C@H]2COc3ccc(Br)cc3[C@@H]2N2C(=O)N(c3ccccc3)C(=O)[C@]12C | 0% | 2% | 29% | -9% | 14% | -3% | -3 | -5% | -6%[57.1 µM] |
| COC(=O)C[C@H]1c2cc(C(F)(F)F)ccc2S(=O)(=O)N1C1CCCC1 | -6% | 2%&-2% | 40%&3% | 5% | -14% | -4%&-4% | 2 | 6% | 13%&1% |
| OC1(Cc2ccn[nH]2)CCCCC1 | -25% | 0% | 15% | -1% | -9% | -7% | 1 | -14% | 4% |
| COc1ccc(CN(Cc2ccccc2)C(=O)c2cccc(C#N)c2)cc1COc1ccc(NC(C)=O)cc1 | -5% | nt | 8% | nt | nt | nt | 4 | nt | 0% |
| CCS(=O)(=O)NC(C)C(c1cccs1)N1CCN(C)CC1 (stereo not given) | 32% | 1% | 6% | 4% | 0% | -2% | 4 | -5% | -3% |
| CC(C)(C)n1ncc2c(=O)n(Cc3cccc(Cl)c3Cl)cnc21 | nt | 2% | 3% | nt | nt | -3% | nt | nt | -6% |
| C=CCn1c(N)c(C(=O)OCC)sc1=S | -3% | -5% | -2% | -4% | 0% | -4% | 2 | 7% | -1% |
| Cc1nc2c(Br)c(C)nn2c2c1CCC2 | -3% | -8% | 9% | 2% | -22% | 0% | 1 | 1% | 4% |
| Nc1nc(-c2c[nH]c3ccccc23)cs1 | ? | -1% | -28% | -4% | -6% | -1% | 11 | nt | -14% |
| C[C@H](NC(N)=O)C(=O)Nc1ccc(OCc2ccccc2)cc1 | -11% | -3% | 11% | -1% | -5% | -1% | -2 | 1% | 2% |
| COc1ccc(-n2c(CCc3ccccc3)nnc2SCC(=O)c2ccc(Cl)cc2)cc1 | -4% | -1% | -3% | 3% | -23% | -1% | -9 | -30% | -10% |
| O=C(CN1C(=O)NC2(CCCC2)C1=O)NCc1ccccc1 | 6% | 0% | -2% | 0% | -22% | 0% | -3 | 0% | -4% |
| CC1=C(O)C(=O)C(C2=C(O)C(=O)C(C)=C(O)C2=O)=C(O)C1=O | 10% | -1% | -22% | -22% | -16% | 3% | 4 | 3% | -17% |
| COc1ccc(OC)c(Cc2nnc(CCC(=O)NC3C4CC5CC(C4)CC3C5)o2)c1 (stereo not given) | 1% | -8% | 14% | 2% | -18% | -1% | -7 | 19% | 6% |
| COc1ccc(Oc2nc3c(c(=O)n(C)c(=O)n3C)n2C)cc1 | 3% | -2% | -10% | 2% | -7% | -5% | -2 | 3% | -4% |
| Cc1ccc(CN2CCc3nc(Nc4ccc5c(c4)OCCO5)ncc3C2)cc1 | 4% | nt | 6%[57.1 µM] | nt | 9% | nt | -2 | nt | -2%[57.1 µM] |
| CC1CCCC(NC(=O)CN2CCN(Cc3ccc(Cl)cc3)C2=O)C1C (stereo not given) | -6% | 2% | 2%[57.1 µM] | 9% | -17% | -7% | -6 | 8% | 4%[57.1 µM] |
| CC(C)(C)c1ccc(C(=O)N2CCCN(c3ccc([N+](=O)[O-])cn3)CC2)cc1 | 24% | -5% | 4% | 5% | -9% | -4% | 1 | 1% | -12% |
| CNc1cccc2c1C(=O)c1ccccc1C2=O | 27% | 2% | -7% | 1% | -6% | 4% | 3 | -20% | -3% |
| CS(=O)(=O)N1CCCC(C(=O)NC2CCCCCCC2)C1 (stereo not given) | 3% | 2% | 22% | 0% | 1% | -4% | -1 | 1% | 5% |
| Cc1cc(-c2ccccc2)nc(N2CCC(C(=O)NC34CC5CC(CC(C5)C3)C4)CC2)n1 | -8% | 0% | 42%[activator][57.1 µM] | -1% | -9% | 1% | -5 | 3% | 7%[57.1 µM] |
| COC(=O)c1ccc(C2NC(=O)NC(C)=C2C(=O)N(C)C)cc1 (stereo not given) | -15% | -6% | -17% | 0% | 1% | -5% | -3&-2 | -2% | -5% |
| COCC(=O)Nc1ccc(N2CCOCC2)c(S(=O)(=O)Nc2ccc(OC)cc2)c1 | -16% | ? | 8% | 0% | -21% | 10% | -4 | 1% | 1% |
| COc1cc2cnc(-c3ccccc3)cc2cc1OC | -9% | -26% | 18%[57.1 µM] | 15% | ? | -2% | -4 | 5% | 4%[57.1 µM] |
| CCOC(=O)CNC(=O)Cn1cnc2c(nnn2-c2cccc(Cl)c2)c1=O | -24% | 7% | 5% | 9% | -9% | -4% | 1 | -13% | -3% |
| CN(C)S(=O)(=O)c1ccc(N=Cc2c(C(F)(F)F)[nH]n(C)c2=O)cc1 | 22% | -4% | 13% | 18% | -20% | -4% | -5 | -6% | 1% |
| CCN(CC)S(=O)(=O)c1ccc(C(=O)N2CCN(c3ncccn3)CC2)cc1 | 3% | 1% | 25% | -2% | -19% | -5% | -3 | 16% | 9% |
| CC(=C/c1ccccc1)/C=N/NC(=O)c1ccccn1 | -24% | -3% | -2% | 9% | -14% | -12% | 2 | 8% | -1% |
| N=c1c(S(=O)(=O)c2ccccc2)cc2c(=O)n3ccccc3nc2n1Cc1ccco1 | -30% | -1% | ? | ? | -20% | -4% | -3 | 2% | 47%[activator] |
| Cc1ccc(NC(=O)c2[nH]cnc2C(=O)NN)cc1 | 3% | -1% | -3% | 3% | -21% | 0% | 5 | 3% | -3% |
| CC1(C)NC(C)(C)/C(=C\c2cccs2)C(=O)C1=O | 14% | 0% | 8%[57.1 µM] | 3% | -3% | -2% | 3 | -11% | 6%[57.1 µM] |
| COc1cccc(N2CCN(S(=O)(=O)c3ccc4nc(-c5ccccc5)[nH]c4c3)CC2)c1 | 6% | -6% | 25%[57.1 µM] | 3% | -5% | -5% | -6 | -14% | 6%[57.1 µM] |
| O=C(Nc1nncs1)C1CCCC1 | -7% | 2% | 24% | -2% | -10% | -3% | 0 | -1% | 2% |
| O=C(COc1ccccc1Br)Nc1ccccc1C(F)(F)F | 6% | -4% | -12% | 4% | -5% | 2% | 1 | -5% | -11% |
| COc1cc2[nH]c(=S)nc(NCc3ccc(C)cc3)c2cc1OC | ? | -1% | -6% | -1% | -20% | -7% | -6 | -22% | 3% |
| O=c1c2c(-c3ccccc3)ccnc2[nH]n1-c1ccccc1 | 22%&-2% | -12%&-6% | 13% | -4%&-14% | -6%&-1% | 9%&-1% | -6&-3 | -1%&3% | 6% |
| O=C(CCS(=O)(=O)c1cccs1)N1CCCC1 | 20% | -1% | 8% | 2% | -15% | -3% | 4 | nt | 1% |
| O=C(Nc1cccnc1)c1cc(-c2ccc(Br)cc2)on1 | 1% | 3% | 10% | -9% | -24% | 0% | -11 | 2% | -1% |
| N#Cc1ccc(OCC(=O)NNC(=S)NC(=O)C2CC2)cc1 | ? | 0% | -6%[11.4 µM] | 1% | -7% | -6% | -3 | 5% | 3%[11.4 µM] |
| Cc1cccc([N+](=O)[O-])c1C(=O)O | 3% | 4% | 8% | 2% | -21% | -4% | -5 | 0% | 5% |
| CN(C)S(=O)(=O)c1cccc(C(=O)Nc2ccc(S(=O)(=O)N3CCCC3)cc2)c1 | -2% | 3% | 14% | -4% | -22% | -1% | -6 | -15% | 0% |
| Cc1ccc(NC(=O)CC2S/C(=N/N=C/C=C/c3ccccc3)NC2=O)cc1Cl (stereo not given) | 15% | 0% | -3% | 0% | 0% | 4% | -5 | 4% | -10% |
| O=C(COC(=O)c1ccc([N+](=O)[O-])o1)Nc1ccc2c(c1)OC(F)(F)O2 | nt | 1% | nt | 7% | ? | -5% | 2 | 0% | nt |
| CCc1ccc(S(=O)(=O)N(C(C)=O)c2ccc3oc4c(c3c2)CCCC4)cc1 | 13% | -5% | -2% | 11% | -10% | -3% | -8 | 3% | -1% |
| O=C(CSc1nnc(NCc2ccccc2)s1)c1ccco1 | 13% | 2% | -15%[57.1 µM] | 1% | 4% | -2% | -1 | 2% | 8%[57.1 µM] |
| Cc1cc(NS(=O)(=O)c2ccc(NC(=O)c3oc4ccccc4c3C)cc2)no1 | 0% | -5% | 8%[57.1 µM] | 8% | -14% | 3% | -7 | -6% | 8%[57.1 µM] |
| O=S(=O)(c1ccc2c(c1)CCN2)N1CCCCCC1 | -18% | -3% | 2% | -8% | -5% | 3% | 0 | -3% | 9% |
| COc1cccc2cc(-c3nc(Nc4cccc(C)c4)sc3C)c(=O)oc12 | -15% | -1% | 13%[57.1 µM] | 20% | -23% | -3% | -2 | 5% | 1%[57.1 µM] |
| COC(=O)[C@@H]1C[C@@]2(O)[C@@H](O)[C@@H](O)[C@@H](O)C[C@H]2N1Cc1ccc(C(F)(F)F)cc1 | 19% | -10% | 5% | -2% | -26% | -3% | -5 | -2% | 6% |
